Bioassay records: PubChem, National Center for Advancing Translational Sciences (NCATS)
FLuc inh = blocks purified firefly luciferase enzyme activity. purified P. pyralis luciferase, luminescence, biochemical. Potency, µM (series often up to 115 µM), inactives show at the top dose activity change, negative = inhibition, usual class: inhibitors. actives 2.5% (n = 76,000). AID 1347043; note: potency is the fitted concentration of half-maximal effect; nearly all actives have a fitted effect of over 65% in size
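FLuc 10nM, D-luciferin 10uM, ATP 10uM, Mg acetate 10mM, Tris acetate pH 7.5, Tween/BSA; cpd qHTS; enzyme added last; CCD luminescence.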
NIH3T3 tox = NIH 3T3 cell cytotoxicity | NIH 3T3 viability, CellTiter-Glo ATP luminescence, 48-72 h | Potency, µM (series often up to 96.7 µM), for inactives: at the highest dose activity change, negative = cytotoxicity, hits mostly inhibitors | actives 4.3% (n = 94,000) | AID 1345082; note: potency is the fitted concentration of half-maximal effect; nearly all actives have a fitted effect of over 55% in size
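ATP-dependent luminescence (CellTiter-Glo) served as the viability signal for NIH 3T3 cells treated with compound for 48 or 72 hr at 37 °C.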
SNCA expr inhib = reduces expression of the alpha-synuclein gene. HEK-293 SNCA-luciferase knock-in, luminescence, 24 h. Potency, µM (titrated, usually from 57.2 µM), for the others: at the highest dose activity change, negative = inhibition, actives largely listed as inhibitors. actives 0.17% (n = 140,000). AID 1671194;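 note: potency is the fitted concentration of half-maximal effect; plate controls were DMSO cells for no effect and cell-free wells for full effect; nearly all actives have a fitted effect of over 45% in size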
GPT2 inh = GPT2 alanine aminotransferase inhibition. Recombinant GPT2, coupled pyruvate oxidase/HRP Amplex Red fluorescence. Potency, µM (titrated, usually from 57.7 µM), for inactives: at the highest dose activity change, negative = inhibition, hits mostly inhibitors. Q8TD30. actives 0.25% (n = 100,000); note: potency is the fitted concentration of half-maximal effect; nearly all actives have a fitted effect of over 60% in size; many of its hits are not listed in these tables
Target sequence (Q8TD30 whole entry, looked up): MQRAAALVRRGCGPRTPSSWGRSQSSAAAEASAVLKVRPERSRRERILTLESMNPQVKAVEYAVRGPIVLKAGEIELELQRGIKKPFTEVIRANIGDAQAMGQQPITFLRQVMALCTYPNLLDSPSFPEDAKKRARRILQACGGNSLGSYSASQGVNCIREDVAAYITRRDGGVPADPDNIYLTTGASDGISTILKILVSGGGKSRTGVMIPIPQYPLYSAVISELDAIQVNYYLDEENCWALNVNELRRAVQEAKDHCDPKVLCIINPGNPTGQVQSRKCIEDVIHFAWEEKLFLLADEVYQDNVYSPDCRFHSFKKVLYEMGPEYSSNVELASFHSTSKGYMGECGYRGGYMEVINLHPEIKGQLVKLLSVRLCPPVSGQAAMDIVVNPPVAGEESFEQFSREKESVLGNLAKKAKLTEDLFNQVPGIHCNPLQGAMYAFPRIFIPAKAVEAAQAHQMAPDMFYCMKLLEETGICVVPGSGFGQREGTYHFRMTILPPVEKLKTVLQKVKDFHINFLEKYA
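Fluorescence of coupled pyruvate oxidase/HRP/Amplex Red system (50uM Amplex, 30 min, dark) reports pyruvate formed by GPT2. Enzyme reaction: 10ng/uL GPT2, 2mM L-alanine, 250uM a-KG, 30 min room temperature, pH 7.5; 50uM AOA control.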
HEK293 viab = counter-screen for SNCA expression inhibitors: cell viability; actives 0.12% (n = 150,000); Potency, µM (top dose mostly 57.1 µM), inactives show top-dose activity change, negative = cytotoxicity, hits mostly cytotoxic; HEK-293-SNCA-luc viability, GF-AFC fluorescence, 24 h;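 note: potency is the fitted concentration of half-maximal effect; 0% = DMSO-treated cells and -100% = medium-only wells without cells; nearly all actives have a fitted effect of over 30% in size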
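Cytotoxicity counterscreen: after 24 h compound treatment of genome-edited SNCA-luciferase HEK-293 cells, live-cell protease substrate GF-AFC read by fluorescence after 30 min; activity scaled between DMSO (0%) and medium-only (-100%), curves Hill-fitted.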
HEK293 tox = HEK 293 cell cytotoxicity | actives 6.6% (n = 94,000) | HEK 293 viability, ATP luminescence (CellTiter-Glo), 48-72 h | AID 1345083 | Potency, µM (titrated, usually from 115 µM), for the others: top-dose activity change, negative = cytotoxicity, most hits filed as inhibitors; note: potency is the fitted concentration of half-maximal effect; nearly all actives have a fitted effect of over 60% in size
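HEK 293 cells seeded at 250 cells/well were exposed to compound for 48 or 72 hr at 37 degree Celsius. Viability taken as ATP content by CellTiter-Glo luminescence.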
IP6K1 inh = inhibitors of human IP6K1; Q92551; IP6K1 kinase, ADP-Glo luminescence, 2 h; active compounds read low; activity change, % (series mostly up to about 58 µM); actives 0.81% (n = 140,000); AID 1645851; in the data active = activity change below about -25%
Target sequence (Q92551 whole entry, looked up): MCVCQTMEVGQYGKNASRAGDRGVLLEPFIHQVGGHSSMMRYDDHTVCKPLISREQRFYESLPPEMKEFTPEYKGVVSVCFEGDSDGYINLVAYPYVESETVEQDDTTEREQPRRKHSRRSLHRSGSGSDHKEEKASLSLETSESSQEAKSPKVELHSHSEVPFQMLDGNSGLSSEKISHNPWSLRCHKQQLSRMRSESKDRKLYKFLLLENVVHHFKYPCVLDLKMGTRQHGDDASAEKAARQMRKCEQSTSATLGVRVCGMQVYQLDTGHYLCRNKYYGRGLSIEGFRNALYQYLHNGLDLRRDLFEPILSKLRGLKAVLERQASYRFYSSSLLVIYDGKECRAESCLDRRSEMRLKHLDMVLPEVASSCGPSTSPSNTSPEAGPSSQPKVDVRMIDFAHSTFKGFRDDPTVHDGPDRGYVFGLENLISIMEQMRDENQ
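ADP-Glo luminescence measures ADP made by human IP6K1 during a 2 h RT reaction with ATP/IP6 (mix at 1.3 mM/130 uM); top library doses 57.5 and 19.1 uM final.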
* marks the source's active call; other numbers are inactive results; i = inactive; ? = inconclusive; . = not tested or not shown; & = joins results of further samples; [ ] = dose if it differs, or a comment. Unless noted, calls come from the whole dose curve; as a rule, active = well fitted curve in the direction sought with a large enough effect; inconclusive = small, poorly fitted or top-dose-only effect, or another doubt; inactive = no such curve, though single readings can be large; an effect the other way counts as inactive or inconclusive. Unless noted, % is set by controls: 0 for no effect and ±100 for the full control effect.

SMILES | FLuc inh | NIH3T3 tox | SNCA expr inhib | GPT2 inh | HEK293 viab | HEK293 tox | IP6K1 inh
CC(O)C1C(=O)N2C(C(=O)O)=C(SC3CNC(C(=O)N(C)C)C3)C(C)C12 (configuration not stated) | . | . | -6% | ? | ? | . | 19
CC1(C)CC(=O)c2cc(-c3nc(-c4ccc(Cl)cc4)cs3)c(=O)[nH]c2C1 | . | . | 13% | . | -4% | . | -15
COc1cccc(C(=O)NC2CCCN(c3ccc4nnc(-c5ccccc5)n4n3)C2)c1 (configuration not stated) | . | 3% | . | . | . | i | 9
COc1ccc(C(=O)N2CCCC2C(=O)N2CCC(N3Cc4cccn4C3=O)CC2)cc1 (configuration not stated) | . | -33% | -11% | i | -10% | -18% | 25
COc1cccc(-c2nc(CS(=O)(=O)CC(=O)NCCc3ccc(Cl)cc3)c(C)o2)c1 | . | . | -9% | . | -4% | . | 0
O=C(NCc1ccco1)c1ccc2c(c1)CC(=O)N2Cc1cccc(F)c1 | 8% | ? | 27% | i | 5% | ? | -13
COc1ccc(C(=O)Nc2nc3n(n2)C(c2ccccc2)C=C(c2ccccc2)N3)cc1 (configuration not stated) | . | . | -18% | . | ? | . | -24
O=C1NCCCCCCN(Cc2cccc3[nH]ccc23)[C@H]2CCC[C@@H]12 | -19% | ? | -4% | ? | -11% | ? | 1
O=C(c1cc(C(F)(F)F)[nH]n1)N1CC[C@@H](c2ccc(F)cc2)[C@H](O)C1 | 1% | -13% | -13% | -8% | 6% | ? | 4
COc1ccc(-c2nc(Cn3c(=O)cc(-c4ccccc4)c4c(C)nn(C)c43)c(C)o2)cc1OC | . | . | 39%[activator] | . | 13% | . | 18
Cc1nc2cccnc2n1-c1cccc(C(=O)N2CCN(c3ccc(Cl)cc3)CC2)c1 | . | . | ? | . | ? | . | 22
COc1ccc(NC(=O)c2oc3ccccc3c2NC(=O)C23CC4CC(CC(C4)C2)C3)cc1 | . | . | -11% | . | 4% | . | -6
COc1ccc(CC(=O)N2CCCN(S(C)(=O)=O)c3ccccc32)cc1OC | -4% | -13% | 26% | i | 4% | -4% | -6
COc1ccc(CNC(=O)c2ccc(NC(=O)N3CCSc4ncccc43)cc2)cc1OC | . | . | 26% | . | 7% | . | 29
COCCN1C(=O)c2oc3ccc(C)cc3c(=O)c2C12C(=O)N(C)c1ccccc12 (configuration not stated) | . | . | -3% | . | 3% | . | 0
OC[C@H](Cc1ccccc1)Nc1nc(Oc2ccc3c(c2)CCC3)nc2c1ncn2Cc1ccc(-c2ccccc2)cc1 | . | . | 22% | -1% | 2% | . | .
O=C(CCC1CCCN(CCCn2cccn2)C1)Nc1ccc(C(F)(F)F)cc1 (configuration not stated) | 15% | ? | 20% | -5% | 5% | ? | -8
Cc1ccn(CC(=O)N2CCCn3ccnc3C2c2cnn(C)c2)n1 (configuration not stated) | 3% | -8% | -9% | -1% | -12% | -9% | -3
O=C(Nc1ccc(Br)cc1)c1ccc(Br)c(S(=O)(=O)NCc2ccccc2)c1 | . | . | -12% | . | -4% | . | 7
CCOc1ccc(NC(=O)NCCN2CCN(c3ccccc3F)CC2)cc1 | . | . | 41%[activator] | . | -7% | . | -12
O=C(CC1CCCN(c2cnn(CC3CC3)c(=O)c2)C1)NCc1cccs1 (configuration not stated) | 6% | ? | -30% | i | -15% | ? | 12
COc1cc(NC(=O)CSc2nc3ccccc3nc2Cc2ccc(Cl)cc2)cc(OC)c1 | . | . | -9% | . | 8% | . | 31
Cn1cnc(S(=O)(=O)N2CCC(OCc3noc(C4CCCO4)n3)CC2)c1 (configuration not stated) | . | 0% | 24% | i | ? | -5% | -1
COC(=O)CNC(=O)c1nc2cccnc2n(C2CCCC2)c1=O | . | -32%[138 µM] | -9%[87.6 µM] | i | 3%[87.6 µM] | -12%[172 µM] | 14
COc1cccc(CN2CCc3c(cc(C(=O)Nc4ccc(F)cc4C)n3C)C2)c1 | 25µM* | ? | 185%[activator] | i | 2% | ? | -2
Cc1cc2c(cc1Cl)N(C(=O)Nc1ccnc3ccccc13)CC2 | . | . | -6% | i | -5% | . | .
Cc1noc([C@@H]2CN(C(=O)Cn3c(=O)oc4ccccc43)C[C@H]2C(N)=O)n1 | -3% | i | 9% | -8% | -6% | -5% | 0
Fc1ccc(Cc2nc3nccc(-c4ccc5c(c4)OCCCO5)n3n2)cc1 | ? | ? | ? | -3% | -1% | 45µM* | -6
Cn1c(=O)c2c(nc(NCc3ccccc3)n2Cc2ccccc2)n(C)c1=O | . | . | -32% | . | -19% | . | 14
CCOC(=O)c1ccc(NC(=O)Cn2nc3c(cc2=O)CN(C(C)=O)CC3)cc1 | 1% | ? | 3% | i | 7% | ? | 0

Ten entries from above in another layout:
Every second line gives: FLuc inh | NIH3T3 tox | SNCA expr inhib | GPT2 inh | HEK293 viab | HEK293 tox | IP6K1 inh
> O=C(CC1CCCN(c2cnn(CC3CC3)c(=O)c2)C1)NCc1cccs1 (configuration not stated)
 : 6% | ? | -30% | i | -15% | ? | 12
> COc1cc(NC(=O)CSc2nc3ccccc3nc2Cc2ccc(Cl)cc2)cc(OC)c1
 : . | . | -9% | . | 8% | . | 31
> Cn1cnc(S(=O)(=O)N2CCC(OCc3noc(C4CCCO4)n3)CC2)c1 (configuration not stated)
 : . | 0% | 24% | i | ? | -5% | -1
> COC(=O)CNC(=O)c1nc2cccnc2n(C2CCCC2)c1=O
 : . | -32%[138 µM] | -9%[87.6 µM] | i | 3%[87.6 µM] | -12%[172 µM] | 14
> COc1cccc(CN2CCc3c(cc(C(=O)Nc4ccc(F)cc4C)n3C)C2)c1
 : 25µM* | ? | 185%[activator] | i | 2% | ? | -2
> Cc1cc2c(cc1Cl)N(C(=O)Nc1ccnc3ccccc13)CC2
 : . | . | -6% | i | -5% | . | .
> Cc1noc([C@@H]2CN(C(=O)Cn3c(=O)oc4ccccc43)C[C@H]2C(N)=O)n1
 : -3% | i | 9% | -8% | -6% | -5% | 0
> Fc1ccc(Cc2nc3nccc(-c4ccc5c(c4)OCCCO5)n3n2)cc1
 : ? | ? | ? | -3% | -1% | 45µM* | -6
> Cn1c(=O)c2c(nc(NCc3ccccc3)n2Cc2ccccc2)n(C)c1=O
 : . | . | -32% | . | -19% | . | 14
> CCOC(=O)c1ccc(NC(=O)Cn2nc3c(cc2=O)CN(C(C)=O)CC3)cc1
 : 1% | ? | 3% | i | 7% | ? | 0

Next section.
SMILES | FLuc inh | NIH3T3 tox | SNCA expr inhib | GPT2 inh | HEK293 viab | HEK293 tox | IP6K1 inh
CC(=O)c1c(C)oc2c(Cl)cc(NS(=O)(=O)c3cc(C)c(C)cc3C)cc12 | . | . | -5% | . | 1% | . | 23
O=C(NCc1cccs1)c1cc2n(n1)CC(c1ccc3c(c1)OCO3)OC2 (configuration not stated) | -3% | ? | -29% | i | 5% | ? | -10
Cc1c(C(=O)N2CCCn3nc(C(C)O)cc3C2)sc2nc[nH]c(=O)c12 (configuration not stated) | 9% | 2% | 8% | -1% | -4% | i | -5
CSc1ccc(CCNC(=O)C2CCN(c3nc4ccccc4nc3C(F)(F)F)CC2)cc1 | . | . | -6% | . | -9% | . | 6
c1ccc(Nc2cc3c(cn2)CN(Cc2cccs2)CCN3)cc1 | ? | 50µM* | 17%[87.6 µM] | ? | -27%[87.6 µM] | 50µM* | -12
COc1cc(-c2ccc(C(F)(F)F)cn2)cc2c1OCCNC2 | 6% | ? | 21% | 3% | 6% | -7% | 5
Clc1ccc(C(Cn2ccnc2)OCc2c(Cl)cccc2Cl)c(Cl)c1 (configuration not stated) | . | . | 28% | ? | -12% | . | -19&-14
CN(C)C(=O)[C@@H]1CN(Cc2cccnc2)C[C@H]1CO | 1% | i | -3% | ? | -3% | i | 5
O=C(c1ccccc1F)N1CCC2(CC1)C(=NC1CCCC1)NC(=O)N2c1cc(F)cc(F)c1 | -1% | -19% | 11% | -2% | 4% | -5% | 11
O=[S+]1([O-])NC2(CCN(CC3CCCCC3)C2)CNc2ccccc21 (configuration not stated) | -5% | ? | -11% | ? | -7% | ? | 17
COC(=O)CNC(=O)C1CCCN(Cc2cccc(-c3cccs3)c2)C1 (configuration not stated) | . | ? | 21% | i | 20% | -11% | -9
COc1ccc(C(=O)N[C@H]2CO[C@H]3[C@@H]2OC[C@@H]3n2nnnc2-c2ccc3c(c2)OCO3)cc1 | 9% | -17% | 9% | i | -6% | ? | -4
CCC(=O)N1Cc2ccccc2CC2(CCCCN2Cc2cccnc2)C1 (configuration not stated) | . | -4% | -3% | i | -6% | -24% | -2
COc1ccc(-c2cc(N3CCN(C(=O)c4ccc(OC)cc4OC)CC3)n[nH]2)cc1 | -15% | ? | -16% | i | -3% | ? | 7
CCc1ccc(CN2CCCC(c3nnc(CN4CCCC4)n3C)C2)cc1 (configuration not stated) | 0% | -1% | -17% | 0% | 6% | -19% | 3
CCCNC(=O)N(C1CCOCC1)C1CCN(S(=O)(=O)c2ccccc2CC)CC1 | -11% | -32% | 2% | -2% | 1% | -29% | 0
Cc1cccc(C)c1NC(=O)CCS(=O)(=O)c1cccc2nonc12 | . | . | ? | . | 3% | . | 2
Cc1ccc(C(=O)N(C)CC2CCOCC2)cc1F | 9% | -5% | ? | i | 7% | 3% | 15
CCc1cccc(CC)c1NC(=O)Cn1nnc2sc(-c3ccccc3)cc2c1=O | . | . | 16% | . | 3% | . | 9
COc1ncccc1-c1nc2cc(C(=O)NCc3cccc(C(F)(F)F)c3)ccc2o1 | . | ? | 19% | i | 12% | -19% | 48
Cc1ccc2c(CNCc3ccc(C)o3)c(C(=O)O)n(Cc3ccccc3C)c2c1 | . | . | ? | . | -24% | . | -11
Cn1cc([C@@H](NC(=O)CCn2nnc3ccccc32)C2CC(O)C2)cn1 (some centres not stated) | 0% | -12% | 17% | 3% | -1% | -12% | -12
O=C(Cc1ccc(Cl)cc1)Nc1nnc2n1CCS2 | . | . | 7% | . | 1% | . | 2
CCOC(=O)C1CCCN(C(=O)C2CCc3nnc(C4CCN([S+](=O)([O-])c5ccccc5Cl)CC4)n32)C1 (configuration not stated) | . | -9% | -12% | i | 7% | i | -12
CN1C[C@@H](NS(=O)(=O)c2ccc(C#N)cc2)C[C@H]1c1nc(-c2ccc(Cl)cc2)no1 | 10µM* | ? | 100%[activator] | i | -13% | ? | -4
CCOc1ccc(CCNC(=O)CCc2c(C)nc3c(-c4ccccc4)c(C)nn3c2C)cc1OCC | . | . | 23% | . | 2% | . | 20
CCOc1ccccc1CNC(=O)CCCn1c(=O)c2cccn2c2ccc(F)cc21 | . | . | -22% | . | -13% | . | -3

Compounds were not picked by outcome; about 7.7% have a hit in one of these screens.
